# TbPYK inhibitor = inhibitors of Trypanosoma brucei pyruvate kinase | actives 0.12% (n = 410,000) | Potency, µM (series often up to 76.8 µM), without a hit: at the top dose activity, negative = inhibition, hits mostly inhibitors | TbPYK enzyme, Kinase-Glo Plus ATP luminescence, 45 min; note: nearly all actives have a fitted effect of over 50% in size
#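 TbPYK + substrate in 50 mM TEA pH 7.2, 100 mM KCl, 10 mM MgCl2, 0.05% BSA, 0.01% Tween-20; cpd pinned; ADP 130 uM final; 45 min RT; Kinase-Glo Plus 10 min; luminescence endpoint.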
# LmPK inhibitor = inhibitors of Leishmania mexicana pyruvate kinase. Q27686. purified LmPK, Kinase-Glo ATP luminescence, 1 h. Potency, µM (highest dose often 57.5 µM), without a hit: at the top dose activity change, negative = inhibition, hits mostly inhibitors. actives 0.37% (n = 290,000). AID 1721
# Target sequence (Q27686 whole entry, looked up): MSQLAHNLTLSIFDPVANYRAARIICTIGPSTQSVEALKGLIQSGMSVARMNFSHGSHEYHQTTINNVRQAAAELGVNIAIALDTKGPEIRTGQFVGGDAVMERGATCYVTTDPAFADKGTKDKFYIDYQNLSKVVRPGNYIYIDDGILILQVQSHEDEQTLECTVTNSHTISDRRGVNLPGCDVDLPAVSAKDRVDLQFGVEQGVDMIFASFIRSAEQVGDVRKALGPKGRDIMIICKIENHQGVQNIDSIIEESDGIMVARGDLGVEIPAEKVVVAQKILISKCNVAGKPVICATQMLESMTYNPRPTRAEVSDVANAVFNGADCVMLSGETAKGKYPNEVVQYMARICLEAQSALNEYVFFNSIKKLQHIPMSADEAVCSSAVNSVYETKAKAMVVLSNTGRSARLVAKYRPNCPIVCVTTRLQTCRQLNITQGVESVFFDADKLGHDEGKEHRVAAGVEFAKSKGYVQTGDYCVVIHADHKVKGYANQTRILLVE
#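 qHTS format; LmPK 0.1 nM; substrates PEP 0.5 mM and ADP 0.1 mM. One-hour room-temperature incubation, then coupled luciferase luminescence; 0.5 nM enzyme wells mark activation.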
# Pf growth 96h = P. falciparum growth inhibition at 96 hours | P. falciparum luciferase reporter growth, 96 h | Potency, µM (titrated, usually from 28.7 µM), for the others: top-dose activity change, negative = inhibition, usual class: inhibitors | actives 6.9% (n = 320,000) | AID 504834
#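 Two-generation exposure (96 h) targets delayed-death phenotype. Reporter parasites carrying integrated firefly luciferase, in red cells at 2% hematocrit and 0.05% parasitemia final, kept at 37 C, 5% CO2; luminescence loss indicates inhibition.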
# Sm TGR inh = blocks Schistosoma mansoni thioredoxin glutathione reductase; Q962Y6; purified TGR, DTNB reduction, TNB absorbance 405 nm; Potency, µM (titrated, usually from 114 µM), inactives show at the highest dose activity change, negative = inhibition, hits mostly inhibitors; actives 3% (n = 360,000); AID 485364; note: nearly all actives have a fitted effect of over 60% in size
#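 TGR 20 nM + NADPH 100 uM (dispensed conc.), cpd preinc 15 min RT; start with NADPH (500 uM addition) then DTNB (15 mM addition). Kinetic TNB absorbance, 405 nm filter. Four-parameter Hill fit across titration.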
# Pf growth 48h = inhibits P. falciparum growth in the first generation, 48 h; actives 5.9% (n = 310,000); P. falciparum luciferase growth in erythrocytes, 48 h; AID 504832; Potency, µM (highest dose often 28.7 µM), inactives show at the highest dose activity change, negative = inhibition, most hits filed as inhibitors
#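 Parasite viability was followed by luminescence of a genomically integrated firefly luciferase. Cultures held 0.1% parasitemia at 2% hematocrit (final), incubated under 5% CO2 at 37 C.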
# HCV inhibitor = blocks hepatitis C virus | Potency, µM (top dose mostly 41.8 µM), for inactives: at the highest dose activity change, negative = inhibition, most hits filed as inhibitors | actives 3.4% (n = 340,000) | Huh7.5.1 HCVcc-Cre infection, luciferase reporter, 44 h
#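 Infectious HCVcc-Cre (~0.5 moi) was added to cells just after compound, with cells seeded 4 h earlier at 1,000 per well. Luciferase activity after 44 h culture reported infection; substrate was incubated 15 min at room temperature before reading.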
# * = called active by the depositor; u = inconclusive; x = no result given; & = joins results of further samples; [ ] = dose if it differs, or a comment. Calls come from the whole dose curve; as a rule, active = well fitted curve in the direction sought with a large enough effect; inconclusive = small, poorly fitted or top-dose-only effect, or another doubt; inactive = no such curve, though single readings can be large; an effect the other way counts as inactive or inconclusive. % is set by controls: 0 for no effect and ±100 for the full control effect; potency is the fitted concentration of half-maximal effect.
# Every second line gives: TbPYK inhibitor	LmPK inhibitor	Pf growth 96h	Sm TGR inh	Pf growth 48h	HCV inhibitor
- O=C(NCCCc1ccccc1)C1CCC(CNc2c(N3CCCCC3)c(=O)c2=O)CC1 (centres undefined)
  0%	4%	-25%	10%	u	7%
- O=C(Nc1ccccc1)/C(=C\c1ccco1)NC(=O)c1ccco1
  -22%	4%	15%	10µM*	14%	15%
- CC(C)(C)C(=O)Nc1c(Br)c(C2CC2)nn1-c1ccccc1
  4%	5%	-2%	92%[activator]	17%	-9%
- CCOC(=O)N1CCN(CCC(=O)Nc2ccc(Br)cc2)CC1
  -1%	-2%	x	-15%	-27%	u
- COCCNS(=O)(=O)c1ccc(Cl)c(C(=O)NC2CCN(Cc3ccccc3)CC2)c1
  -1%	-4%	1%	7%	16%	-6%
- O=C(/C=C/c1ccc(Cl)cc1)Nc1ccc(N2CCCCC2)cc1
  4%	-1%	-5%	-19%	0%	23%
- CC(C)n1c(N2CCCC2)nc2c1c(=O)[nH]c(=O)n2C
  -7%	1%	8%	-6%	8%	3%
- CCOC(=O)c1[nH]c2ccc(OC)cc2c1NC(=S)N1CCN(c2ccccc2OC)CC1
  -1%	-1%	-28%	-4%	u	u
- O=C1NC(c2ccccc2)=C(c2ccc3ccccc3n2)C(c2ccccc2)N1 (centres undefined)
  2%	-2%	5.2µM*	4%	12µM*	u
- COCCCNCCC(CCC(C)C)c1ccc2c(c1)OCO2 (centres undefined)
  11%	-5%	u	-2%	u	14µM*
- CCNC(=O)CC1C(=O)N(c2ccccc2)C(=O)N1Cc1ccc(OC)cc1 (centres undefined)
  -4%	-2%	u	0%	29%	2%
- CCOC(=O)N1CCC(N2Cc3cccc(C(=O)NCc4ccc(OC)cc4)c3C2=O)CC1
  x	3%	-1%	-3%	7.4µM*	8%[0.335 µM]
- CCCN1C(=O)CC(c2ccco2)Sc2ccccc21 (centres undefined)
  -19%	2%	21%	14µM*	u	4%
- CC(NS(=O)(=O)c1ccc(Cl)cc1)C(=O)NCCC1=CCCCC1 (centres undefined)
  0%	4%	u	-5%	9%	-6%
- Cc1ccc2nc(-c3ccc(NC(=O)COC(=O)c4cncc(Br)c4)cc3)sc2c1
  -5%	3%	301%[activator]	-8%	250%[activator]	6%
- O=C(NC(=O)c1ccccc1F)OCc1ccc(Cl)cc1Cl
  -4%	3%	-16%	-10%	23%	-6%
- O=C(Nc1ccccc1N1CCN(C(=O)c2ccccc2)CC1)c1ccccc1Cl
  -2%	3%	u	-4%	0%	-26%
- Cc1occc(=O)c1OCc1c(Cl)cccc1Cl
  -3%	-2%	-29%	-8%	x	3%
- COc1ccc(CCNC(=O)C2CCCN(C(=O)c3ccc(Cl)cc3)C2)cc1 (centres undefined)
  -10%	4%	-26%	-5%	-17%	-9%
- CCCN1CC(=O)N2C(c3ccccc3)c3[nH]c4ccccc4c3C[C@H]2C1=O (some centres undefined)
  -7%	4%	u	-19%	2.3µM*	-20%
- COc1cccc(CN2C(=O)CN(C3CCCCC3)C(=O)C2c2ccc(F)cc2)c1 (centres undefined)
  -9%	-4%	x	0%	u	5%
- Cc1c(O)c(=O)ccn1C
  -4%	10%&6%	-10%	9%&3%	22%	12%
- O=C(Nc1ccccc1N1CCCCC1)c1cccs1
  1%	2%	x	6%	-23%	u
- CC12CC3CC(C)(C1)CC(C(=O)NNC(=O)c1ccncc1)(C3)C2
  -5%	-6%	u	2%	-7%	6%
- CCN(Cc1ccccc1)CC(O)COC(c1ccc(OC)cc1)c1ccc(OC)cc1 (centres undefined)
  -1%	1%	9.3µM*	0%	15µM*	u
- O=S(=O)(Nc1ccccc1Cl)c1ccc(F)cc1
  4%	-11%	x	9%	-14%	12%
- CN(C)c1nc(Nc2ccccc2)nc(N(C)C)n1
  -3%	11%	0%	16%	31%[activator]	u
- O=C(CSc1nnnn1C1CCCC1)c1ccc2c(c1)OCCO2
  4%	-3%	u	u	130%[activator]	0%
- Cc1nc(NCCO)c(C#N)c2c1COC(C)(C)C2
  -1%	-1%	8%	-4%	-6%	-11%
- O=C(NCCc1ccc(Cl)cc1)c1ccc(CNc2c(N3CCOCC3)c(=O)c2=O)cc1
  -5%	-3%	-24%	4%	-15%	-5%
- CCCN(C(=O)/C=C/c1ccco1)c1c(N)n(Cc2ccccc2)c(=O)[nH]c1=O
  3%	6%	-15%	45µM*	8%	7%
- Cc1ccc(C(=O)N/C(=C/c2ccco2)C(=O)NCC2CCCO2)cc1 (centres undefined)
  -3%	-1%	u	-19%	42%[activator]	4%
- O=C1CCCc2ccccc2N1Cc1c(Cl)cccc1Cl
  -3%	-1%	1%	6%	-24%	-19%
- CCOC(=O)c1ccc(N2C(=O)C3CC=C(C)CC3C2=O)cc1 (centres undefined)
  2%	1%	-11%	-1%	34%[activator]	15%
- Cc1ccc(NCCC(=O)c2ccc(Cl)cc2)cc1
  3%	1%	4%	6.3µM*	43%[activator]	-21%
- COCCn1c(-c2ccccc2)nc2oc3cc(OC)ccc3c(=O)c2c1=O
  1%	-3%	u	9%	u	-8%
- O=c1[nH]c(SCc2ccccc2)nnc1-c1ccccc1
  -14%	-2%	u	-13%	-15%	-21%
- Cc1c(C)c2ccc(OCC(=O)NCCCn3ccnc3)c(C)c2oc1=O
  -2%	1%	u	1%	u	-4%
- COc1ccc(/C=N\NC(=O)c2ccc(F)cc2)cc1COc1cc(F)ccc1[N+](=O)[O-]
  -2%	8%	14%	-10%	-5%	10µM*
- COc1ccc(NC2=C(C(C)=O)C(c3ccc4c(c3)OCO4)C(C(C)=O)C(C)(O)C2)cc1 (centres undefined)
  0%	-3%	63%[activator]	-8%	-15%	5%
- COc1ccc(Cc2c(O)nc(SCC(=O)c3ccc(OC)cc3)[nH]c2=O)cc1
  -2%	-1%	-62%[1.15 µM]	3%	4%	4%
- O=C(CNc1c(Br)cc(Br)cc1Br)NN=C1CCCCC1
  x	4%	u	-8%	-2%	5%
- CCc1ccc(N2CC(C(=O)OCC(=O)Nc3ccccc3C)CC2=O)cc1 (centres undefined)
  0%	x	85%[activator]	-7%	25%	5%
- CC(C)OCCCN1CN(S(=O)(=O)c2cccs2)c2nc3ccccc3nc21
  -6%	3%	6%	-29%	-12%	9%
- O=C(N1CCN(Cc2ccccc2)CC1)C(Cl)(Cl)Cl
  8%	-1%	44%[activator]	-18%	10µM*	10%
- COc1ccc(CNC(=O)c2c[nH]c3c(OC)cc(OC)cc3c2=O)cc1
  7%	-1%	u	1%	-27%	-22%
- O=C(O)c1ccc(/C=C/C(=O)c2ccc3c(c2)OCCCO3)cc1
  -6%	-7%	102%[activator]	-10%	54%[activator]	1%
- Cc1ccc2nc(Nc3ccccc3)cc(C)c2c1
  -7%	9%	213%[activator]	-18%	u	0%
- S=C1CCC(c2ccc(Br)cc2)=NN1c1ccccc1
  -14%	1%	21%	0%	u	-11%
- CC1(C)NC(=O)N(CC(O)CN2C(=O)NC(C)(C)C2=O)C1=O
  2%	-2%	-6%	3%	21%	22%
- Cc1ccc(Cn2nnc3c(=O)n(CC(=O)OCc4ccccc4)cnc32)cc1
  8%	4%	u	-20%	-12%	15%
- Clc1ccc(SCc2cc(-c3ccc(Cl)cc3)on2)cc1
  4%	-5%	38%[activator]	4%	-2%	10%
- O=C(Cc1ccc(Cl)cc1Cl)Nc1ccncc1Cl
  4%	-6%	1%	-4%	-6%	7.9µM*
- Cc1nc2ccc(F)cc2cc1C(=O)Nc1ccc(Cl)c(Cl)c1
  0%	4%	31%[activator]	10%	17%	-16%
- CCOc1ccc(C(O)(c2ccccc2)C(CN2CCCC2)c2ccccc2)cc1 (centres undefined)
  -27%	6%	121%[activator]	2%	12µM*	-23%
- CN(C)CCn1c2c(c(SCC(=O)Nc3ccc4c(c3)OCCO4)nc1=O)CCCC2
  -1%	x	-7%	-1%	u	-2%
- N#CC1(NC(=O)CSc2nc3ccc([N+](=O)[O-])cc3s2)CCCCC1
  1%	x	u	-9%	5.2µM*	u
- Cc1cc(C)c(C)c(S(=O)(=O)N2CCC(C(=O)NCc3ccco3)CC2)c1C
  -6%	x	u	-22%	u	-11%
- COc1cccc(/C=N/NC(=O)c2cnccn2)c1
  0%	-15%	0%	1%	37%[activator]	1%
- COc1cnc(-c2ccccn2)nc1N(C)c1ccccc1
  5%	-2%	0.93µM*	3%	0.93µM*	10µM*

# Carrying on:
# Every second line gives: TbPYK inhibitor	LmPK inhibitor	Pf growth 96h	Sm TGR inh	Pf growth 48h	HCV inhibitor
- COc1cc(NC2=Nc3cccc4cccc2c34)cc(OC)c1OC
  1%	4%	u	0%	u	u
- O=C(NCCc1ccc(C(F)(F)F)cc1)c1ccc(Cl)nc1
  2%	-3%	-23%	14%	u	-29%
- CCn1cc(Br)c(C(=O)Nc2ccc(F)cc2F)n1
  -9%	-7%	37%[activator]	9%	32%[activator]	23%
- Cc1ccc2[nH]c(=O)c(CN(CC3CCCO3)C(=O)c3ccco3)cc2c1 (centres undefined)
  x	-3%	u	47%[activator]	3%	17%
- CCNS(=O)(=O)c1c(C)cc(C)c(N(C)S(=O)(=O)c2ccccc2)c1C
  3%	-9%	-22%	7%	u	-19%
- Cc1cc(C(=O)CCC(=O)N(C)CC(=O)Nc2ccc(OC(F)(F)F)cc2)c(C)s1
  -1%	x	-29%	-10%	u	-12%
- C/C(=N\NC(=O)c1ccc(N(C)C)cc1)c1ccc(C)c(C)c1
  -1%	4%	u	-6%	15%	-16%
- Cc1cc(C)n(C(C)CC(=O)Nc2ccc(-c3ccno3)cc2)n1 (centres undefined)
  6%	2%	0.52µM*	5%	u	15%
- CC(NC(=O)c1ccccc1Br)c1nnc(SCC(=O)NC2=NCCS2)n1C (centres undefined)
  5%	1%	u	0%	0%	15%
- N#C/C(=C\c1cccc(Oc2ccc(C(F)(F)F)cc2[N+](=O)[O-])c1)c1nc2ccccc2[nH]1
  -4%	0%	32%[activator]	9%	u	6%
- CC(=O)c1cccc(NC(=O)CSc2nc(=O)n(CCCN3CCOCC3)c3c2CCC3)c1
  -5%	x	-11%	-3%	-24%	14%
- COc1cc(/C=C/C(=O)OCC(=O)Nc2ccc3c(c2)OCCO3)ccc1O
  -2%	6%	32%[activator]	u	18%	11%
- COc1cc(C#N)ccc1OCC(=O)Nc1cccc(S(=O)(=O)N2CCCC2)c1
  0%	0%	8.3µM*	7%	9.3µM*	-14%
- C#CCOCOCC#CCN(CC)CC
  -1%	-2%	0%	u	43%[activator]	-1%
- Cc1ccccc1NC(=S)NCC(c1cccnc1)N1CCOCC1 (centres undefined)
  -9%	-4%	25%	3%	1%	11%

# Profiles from above. Order of values: TbPYK inhibitor, LmPK inhibitor, Pf growth 96h, Sm TGR inh, Pf growth 48h, HCV inhibitor
# Entry for CCNS(=O)(=O)c1c(C)cc(C)c(N(C)S(=O)(=O)c2ccccc2)c1C : 3%, -9%, -22%, 7%, u, -19%
# Entry for Cc1cc(C)n(C(C)CC(=O)Nc2ccc(-c3ccno3)cc2)n1 (centres undefined) : 6%, 2%, 0.52µM*, 5%, u, 15%
# Entry for CC(NC(=O)c1ccccc1Br)c1nnc(SCC(=O)NC2=NCCS2)n1C (centres undefined) : 5%, 1%, u, 0%, 0%, 15%
# Entry for CC(=O)c1cccc(NC(=O)CSc2nc(=O)n(CCCN3CCOCC3)c3c2CCC3)c1 : -5%, x, -11%, -3%, -24%, 14%
# Entry for O=C(NCCc1ccc(C(F)(F)F)cc1)c1ccc(Cl)nc1 : 2%, -3%, -23%, 14%, u, -29%
